# POLH inh = DNA polymerase eta (human) inhibition; Q9Y253; recombinant Pol eta, fluorescent DNA replication assay; Potency, µM (titrated, usually from 114 µM), for the others: top-dose activity change, negative = inhibition, actives largely listed as inhibitors; actives 1.2% (n = 390,000); further: potency means the concentration at half of the fitted maximal effect; on the % scale 0 is the no-effect control and ±100 the full control effect
#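 Pol eta (10 nM) was preincubated with compounds for 15 min at room temperature, after which fluorescent replication substrate (50 nM final) was added to start the reaction. Fluorescence was read kinetically at 0 and 10 min.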
# POLB inh = blocks human DNA polymerase beta activity; P06746; AID 485314; Potency, µM (highest dose often 114 µM), without a hit: at the top dose activity change, negative = inhibition, hits mostly inhibitors; actives 1.3% (n = 340,000); Pol beta primer extension/strand displacement, fluorescence kinetic; further: potency means the concentration at half of the fitted maximal effect; on the % scale 0 is the no-effect control and ±100 the full control effect
#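 Pol beta (10 nM) and compounds were preincubated 15 min at room temperature, then 50 nM substrate (final) started primer extension/strand displacement. Reads were taken at 0 and 10 min; concentration-response data were fitted to a four-parameter Hill equation.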
# Glioma ERSR ind = inducers of ER stress response in human glioma cells. U87-MG GRP78 promoter luciferase reporter, 16 h. Potency, µM, for the others: at the top dose activation, usual class: activators. actives 0.02% (n = 420,000). AID 602332; further: potency means the concentration at half of the fitted maximal effect; series mostly up to about 76 µM; % of control where 0% means no effect; nearly all actives have a fitted effect of over 35% in size
#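 Stably transfected U87-MG glioma cells carrying a GRP78-based luciferase sensor; 16 h compound incubation. Luminescence end-point read 10 min after Bright-Glo addition at room temperature.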
# Pol iota inh = DNA polymerase iota (human) inhibition | Potency, µM (series often up to 115 µM), inactives show top-dose activity, negative = inhibition, usual class: inhibitors | AID 588590 | Q9UNA4 | Pol iota fluorescent replication assay, 10 min | actives 1% (n = 390,000); further: potency means the concentration at half of the fitted maximal effect
#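 Fluorescent replication assay read twice, at 0 min and 10 min after adding 50 nM (final) substrate. Enzyme (10 nM) and compounds were first incubated 15 min at room temperature; enzyme-free buffer wells were negative controls.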
# APE1 inh = blocks human APE1 abasic DNA cleavage; P27695; recombinant APE1, TAMRA/BHQ-2 abasic DNA cleavage fluorescence; Potency, µM (series often up to 65.8 µM), for inactives: at the highest dose activity change, negative = inhibition, usual class: inhibitors; actives 0.35% (n = 350,000);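 further: potency means the concentration at half of the fitted maximal effect; plate controls were vehicle for no effect and reference inhibitor for full effect; nearly all actives have a fitted effect of over 55% in size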
#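 Readout is kinetic fluorescence (ex 525, em 598 nm) from cleavage of 50 nM TAMRA/BHQ-2 THF abasic duplex by 0.75 nM APE1, compound added 15 min beforehand at RT.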
# LDHA inh = blocks human lactate dehydrogenase A; P00338; purified LDHA, NADH/diaphorase-resazurin fluorescence; active compounds read low; actives 0.15% (n = 480,000); activity change, % (values are at about 110 or 230 µM); AID 1347041; in the data active means activity change below about -30%; inconclusive means mostly about -25% to -30%;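 further: plate controls were DMSO wells for no effect and wells without enzyme for full effect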
#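 LDH5 2 nM; NADH 0.06 mM, pyruvate 0.2 mM; 200 mM Tris pH 7.4, EDTA, Tween-20; 5 min RT. Detection: diaphorase 0.133 mg/mL + resazurin 37 µM, fluorescence ex540/em590 at 0 and 20 min; normalized to enzyme-free and DMSO wells.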
# Anesthetic bind = candidate novel general anesthetic via apoferritin binding. AID 485281. actives 0.074% (n = 350,000). apoferritin/1-aminoanthracene competitive binding, fluorescence. Potency, µM (doses to about 77.5 µM), without a hit: at the highest dose activity change, negative = displacement, usual class: inhibitors. P02791; further: potency means the concentration at half of the fitted maximal effect; on the % scale 0 is the no-effect control and ±100 the full control effect; nearly all actives have a fitted effect of over 20% in size
#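 In PBS, apoferritin at 10 uM is loaded with 1-AMA from a 50% saturated solution. After 10 min of compound exposure at ambient temperature, reduced 535 nm fluorescence indicates probe displacement.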
# BLM helicase inh = blocks DNA unwinding by human BLM helicase | recombinant BLM DNA unwinding, fluorescence dequenching | actives 0.2% (n = 350,000) | Potency, µM (highest dose often 56.1 µM), inactives show at the top dose activity change, negative = inhibition, hits mostly inhibitors | AID 2528 | P54132;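 further: potency means the concentration at half of the fitted maximal effect; plate controls were vehicle for no effect and no enzyme for full effect; nearly all actives have a fitted effect of over 35% in size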
# Target sequence (P54132 whole entry, looked up): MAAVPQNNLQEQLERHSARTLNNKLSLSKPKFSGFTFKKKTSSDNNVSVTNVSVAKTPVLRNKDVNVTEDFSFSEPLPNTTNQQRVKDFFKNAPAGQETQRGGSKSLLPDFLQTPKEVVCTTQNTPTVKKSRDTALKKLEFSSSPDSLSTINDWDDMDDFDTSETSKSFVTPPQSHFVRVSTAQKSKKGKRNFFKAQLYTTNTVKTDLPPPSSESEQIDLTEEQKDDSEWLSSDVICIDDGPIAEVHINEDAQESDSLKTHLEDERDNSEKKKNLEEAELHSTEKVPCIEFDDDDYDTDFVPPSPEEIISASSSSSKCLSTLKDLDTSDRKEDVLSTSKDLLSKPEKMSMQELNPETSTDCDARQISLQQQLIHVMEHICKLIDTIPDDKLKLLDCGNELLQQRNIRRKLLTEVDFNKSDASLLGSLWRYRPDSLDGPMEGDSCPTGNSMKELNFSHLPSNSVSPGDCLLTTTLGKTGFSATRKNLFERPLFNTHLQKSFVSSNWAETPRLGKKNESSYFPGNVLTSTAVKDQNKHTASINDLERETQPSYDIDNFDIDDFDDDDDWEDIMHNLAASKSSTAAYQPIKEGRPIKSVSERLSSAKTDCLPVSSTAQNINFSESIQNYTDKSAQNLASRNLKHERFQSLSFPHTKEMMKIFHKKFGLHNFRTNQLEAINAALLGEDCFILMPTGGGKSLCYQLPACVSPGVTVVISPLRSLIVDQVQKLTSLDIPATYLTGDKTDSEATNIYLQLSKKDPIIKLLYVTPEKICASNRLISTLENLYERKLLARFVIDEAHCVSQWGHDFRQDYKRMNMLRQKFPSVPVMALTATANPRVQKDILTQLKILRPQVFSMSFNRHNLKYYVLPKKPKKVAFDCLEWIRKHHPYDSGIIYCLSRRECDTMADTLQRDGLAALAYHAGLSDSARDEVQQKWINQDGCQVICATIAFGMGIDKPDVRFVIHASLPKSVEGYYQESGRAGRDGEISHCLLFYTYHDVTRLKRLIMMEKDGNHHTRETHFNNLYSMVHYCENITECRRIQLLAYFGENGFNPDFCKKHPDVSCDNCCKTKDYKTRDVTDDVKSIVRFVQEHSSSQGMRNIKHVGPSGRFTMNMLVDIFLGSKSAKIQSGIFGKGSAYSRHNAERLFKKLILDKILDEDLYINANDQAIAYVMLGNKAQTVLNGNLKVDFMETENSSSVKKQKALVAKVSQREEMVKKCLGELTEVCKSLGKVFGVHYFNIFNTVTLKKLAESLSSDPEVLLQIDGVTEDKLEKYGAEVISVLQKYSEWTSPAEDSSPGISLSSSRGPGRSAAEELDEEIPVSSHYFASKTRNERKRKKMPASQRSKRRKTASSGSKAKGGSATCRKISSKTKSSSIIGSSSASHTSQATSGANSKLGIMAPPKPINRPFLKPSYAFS
# POLK inh = inhibitors of human DNA polymerase kappa; actives 0.53% (n = 400,000); AID 588579; Potency, µM (highest dose often 107 µM), without a hit: at the highest dose activity, negative = inhibition, hits mostly inhibitors; purified Pol kappa, fluorescent DNA synthesis assay, 10 min; Q9UBT6; further: potency means the concentration at half of the fitted maximal effect; on the % scale 0 is the no-effect control and ±100 the full control effect
#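 Kinetic fluorescence screen: compound preincubated 15 min RT with 10 nM enzyme; 50 nM substrate (final) initiates; reads at 0/10 min.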
# The depositor's hits bear a star; ? = inconclusive; · = not tested or not shown; [ ] = another dose, or the depositor's remark. Unless noted, the call rests on the fitted dose curve; in most records, active means well fitted curve in the direction sought with a large enough effect; inconclusive means small, poorly fitted or top-dose-only effect, or another doubt; inactive means no such curve, though single readings can be large; an effect the other way counts as inactive or inconclusive. Not all compounds are listed, so the mix of outcomes need not match the whole.
# Start of the data: the first 2 entries as a preview:
(1) S=c1[nH]nc(-c2ccncc2)n1/N=C/c1ccccc1
(2) Cc1ccc(NC(=O)c2ccc3nccnc3c2)c(C)c1
screen / no.,1,2
POLH inh,-7.3%,-23.1%
POLB inh,8.2%,17.8%
Glioma ERSR ind,-0.7%,-0.4%
Pol iota inh,5.3%,80.2%[activator]
APE1 inh,1.9%,30.9%[activator]
LDHA inh,-6.7,1.0
Anesthetic bind,-8.2%,2.0%
BLM helicase inh,2.8%,-3.8%
POLK inh,-5.6%,-6.5%

# Results, from the start:
(1) S=c1[nH]nc(-c2ccncc2)n1/N=C/c1ccccc1
(2) Cc1ccc(NC(=O)c2ccc3nccnc3c2)c(C)c1
(3) COc1ccc(CN2C(=NC(=O)CCc3ccccc3)SC3CS(=O)(=O)CC32)cc1 (configuration not stated)
(4) Cc1ccc(S(=O)(=O)N2CCN(CC(=O)N/N=C\c3ccncc3)CC2)cc1
(5) Cc1oc(-c2ccccc2F)nc1CN1CCC(C(=O)NCc2ccco2)CC1
(6) Cc1oc2cc(OCc3cnn(-c4ccccc4)c3)ccc2c(=O)c1Oc1ccccc1F
screen / no.,1,2,3,4,5,6
POLH inh,-7.3%,-23.1%,-17.6%,-4.0%,-5.9%,-23.6%
POLB inh,8.2%,17.8%,?,-8.7%,9.7%,5.7%
Glioma ERSR ind,-0.7%,-0.4%,-3.4%,0.7%,-2.3%,-2.8%
Pol iota inh,5.3%,80.2%[activator],41.9%[activator],-15.3%,13.6%,17.0%
APE1 inh,1.9%,30.9%[activator],-3.5%,1.6%,-5.1%,-11.9%
LDHA inh,-6.7,1.0,-4.8,-8.3,1.6,-4.5
Anesthetic bind,-8.2%,2.0%,-7.3%,0.4%,-16.4%,-3.4%
BLM helicase inh,2.8%,-3.8%,-1.8%,-0.4%,-2.2%,-0.5%
POLK inh,-5.6%,-6.5%,-14.4%,-2.6%,-13.7%,-5.3%

(7) CN1C(=O)C(C(=O)NC(C)(C)C)C2c3ccccc3OC13CCCCC23 (configuration not stated)
(8) Cc1cc(CN(C)C(=O)CCc2nnc(Cc3cccc(C(F)(F)F)c3)o2)on1
(9) CCOC(=O)C1CCN(C(=O)c2ccccc2Oc2ccccc2)CC1
(10) CCOc1ccccc1NC(=O)C1C2CCC3C(CCC21)C3(Cl)Cl (configuration not stated)
(11) CN(C)CCCOC(=O)c1cc2ccccc2o1
(12) CCOCCCN(C(=O)c1snc(C(N)=O)c1N)C(C(=O)NC1CCCC1)c1ccc(F)cc1 (configuration not stated)
screen / no.,7,8,9,10,11,12
POLH inh,3.6%,-9.6%,3.9%,-5.1%,-10.2%,-19.4%
POLB inh,-1.2%,11.5%,2.3%,3.1%,42.0%,0.8%
Glioma ERSR ind,-2.0%,6.7%,-5.1%,-4.8%,2.4%,-1.2%
Pol iota inh,3.9%,1.1%,-4.5%,?,25.6%,22.0%
APE1 inh,-4.5%,-0.4%,-1.5%,2.3%,-3.1%,-4.2%
LDHA inh,-0.5,-8.0,-1.6,-7.3,-3.6,-2.3
Anesthetic bind,-15.1%,-7.2%,-8.6%,-1.9%,-7.9%,-11.0%
BLM helicase inh,3.8%,-2.1%,-4.1%,-8.6%,4.1%,-2.8%
POLK inh,-4.9%,2.5%,5.1%,-11.1%,-0.1%,-4.2%

(13) CCOC(=O)c1sc(=S)n(-c2ccccc2)c1C
(14) O=C(NCc1ccc(F)cc1)c1cccc(S(=O)(=O)N2CCOCC2)c1
(15) COc1ccccc1CNC(=O)C1CCCCN1S(=O)(=O)c1ccccc1 (configuration not stated)
(16) CCCCc1nnc(NC(=O)CSc2nc(O)c(-c3ccccc3)c(=O)[nH]2)s1
(17) COCCn1c(=S)[nH]c2ncccc2c1=O
(18) COC(=O)c1ccc(Cn2nnc3c(=O)[nH]c(C4CCCN(S(=O)(=O)c5ccc(C)cc5)C4)nc32)cc1 (configuration not stated)
screen / no.,13,14,15,16,17,18
POLH inh,-21.7%,-23.3%,-6.2%,-6.4%,-2.3%,-1.6%
POLB inh,-4.4%,·,-2.2%,8.2%,?,-25.3%
Glioma ERSR ind,2.2%,-4.7%,-5.2%,-3.7%,-6.1%,3.3%
Pol iota inh,1.6%,21.5%,-2.1%,-7.3%,14.8%,-2.2%
APE1 inh,2.9%,4.5%,18.7%[12.4 µM],9.9%,-2.8%,30.1%
LDHA inh,-7.3,-3.0,-3.4,-1.8,6.5,-3.2
Anesthetic bind,-7.0%,·,-0.6%,-2.4%,3.9%,0.8%
BLM helicase inh,-2.0%,·,-2.1%,2.9%,-0.9%,-4.4%
POLK inh,5.2%,-1.5%,-18.2%,-14.0%,-11.4%,-4.3%

(19) O=C(NC1CCCCCC1)c1ccc(=O)n(Cc2ccccc2)n1
(20) CCCc1cc(=O)[nH]c(SCc2nc3ccccc3s2)n1
(21) O=C1c2c([N+](=O)[O-])cc([N+](=O)[O-])cc2S(=O)N1Cc1ccccc1 (configuration not stated)
(22) CCCCn1nnc(NC(=O)c2ccc(-c3ccccc3)cc2)n1
(23) COc1ccc(N(C(=O)c2cccnc2)S(=O)(=O)c2cc(OC)ccc2OC)cc1
(24) Cc1onc(-c2c(F)cccc2Cl)c1C(=O)N1CCCC1
screen / no.,19,20,21,22,23,24
POLH inh,-10.4%,-15.8%,2.1%,1.9%,-19.1%,-6.9%
POLB inh,15.7%,15.6%,7.0%,0.7%,41.4%,·
Glioma ERSR ind,-2.0%,1.6%,-4.8%,-3.9%,-2.6%,-3.1%
Pol iota inh,24.5%,20.4%,-19.4%,13.5%,5.0%,53.2%[activator]
APE1 inh,21.2%,-2.3%,10.1%,2.5%,11.7%,4.0%
LDHA inh,-2.7,0.2,12.3,-0.1,0.1,-7.2
Anesthetic bind,-20.7%,?,-1.9%,2.1%,-13.1%,·
BLM helicase inh,-6.1%,-2.3%,-12.5%,-1.1%,-1.5%,·
POLK inh,0.7%,3.2%,-4.8%,-1.2%,0.3%,2.3%

(25) COc1ccc(-c2nc(-c3ccccc3)c(-c3ccc(O)cc3)[nH]2)cc1
(26) Cc1cccc(OC2(c3ccccc3)OC(=O)c3ccccc32)c1C (configuration not stated)
(27) Cc1ccc(N(Cc2cc3cccc(C)c3[nH]c2=O)S(=O)(=O)c2ccccc2)c(C)c1
(28) COc1ccc(-n2nc(C(N)=O)c(O)cc2=O)cc1
(29) COc1cccc(/C=N/NC(=O)c2ccoc2C)c1
(30) Cn1c(N)c(C(=O)COc2ccc(Cl)cc2Cl)c(=O)n(C)c1=O
screen / no.,25,26,27,28,29,30
POLH inh,-5.3%,-13.0%,-11.9%,-19.0%,-13.1%,-2.0%
POLB inh,3.3%,-0.1%,-13.3%,31.4%,0.8%,32.7%
Glioma ERSR ind,-6.2%,-3.8%,-5.3%,-5.4%,-5.2%,-1.1%
Pol iota inh,5.9%,-10.8%[58.9 µM],12.2%,54.3%[activator],51.0%[activator],69.3%[activator]
APE1 inh,·,-7.4%,9.3%,-0.9%,11.0%,-7.1%
LDHA inh,-1.2,-5.9,-6.8,-4.2,0.6,-4.9
Anesthetic bind,-0.5%,-20.1%,-9.6%,-2.8%,-4.9%,1.6%
BLM helicase inh,-9.6%,-6.3%,-7.3%,-3.5%,-8.7%,-9.4%
POLK inh,0.0%,-4.3%,-15.3%,-3.0%,5.9%,-14.6%

(31) CCc1nnc(NC(=O)[C@@H]2CCCN2C(=O)c2cccs2)s1
(32) CN(CC(=O)Nc1ccc(F)cc1)C(=O)CSc1nccn1C
(33) CCOC(=O)C1CCN(c2nc3cc(OC)ccc3cc2C#N)CC1
(34) CCN=c1scc(-c2ccco2)n1/N=C/c1ccc(O)cc1
(35) COC(=O)CC1C(=O)NCCN1C(=S)Nc1cc(C)cc(C)c1 (configuration not stated)
(36) COc1ccc(Oc2cccc(Cl)c2CNC(=O)c2ccccc2C(=O)O)cc1
screen / no.,31,32,33,34,35,36
POLH inh,·,-22.6%,-20.3%,-17.6%,-20.5%,-5.0%
POLB inh,·,·,2.4%,?,-29.9%,39.0%
Glioma ERSR ind,-2.3%,-2.2%,-2.1%,15.7%,-1.4%,-0.8%
Pol iota inh,?,33.3%[activator],17.1%,12.9%,18.7%,1.7%
APE1 inh,·,14.6%,16.6%,0.8%,3.3%,14.0%
LDHA inh,0.3,-8.8,2.0,-3.5,0.7,-9.2
Anesthetic bind,·,·,9.7%,-4.7%,4.1%,-12.7%
BLM helicase inh,·,·,-7.4%,-3.6%,2.4%,-1.3%
POLK inh,1.1%,5.0%,-15.7%,-8.0%,0.7%,-11.1%

(37) Cc1c([N+](=O)[O-])c(C/C=N/O)nn1C
(38) O=C(O)c1ccc(Cl)c(S(=O)(=O)Nc2ccc(OCc3ccccc3)cc2)c1
(39) CC(C)CN(CC(C)C)C(=O)c1cc(S(=O)(=O)N2CCCCC2)c[nH]1
(40) N#CC1(Nc2cccc(Cl)c2)CCCC1
(41) CC(C)c1ccc(Nc2c(-c3ccco3)nc3ccccn23)cc1
(42) O=C(Cn1cnc2c(OCc3ccccc3)ncnc21)NCc1ccccn1
(43) CN(C=C1C(=O)CC(C)(C)CC1=O)CCN1CCNCC1
(44) NS(=O)(=O)c1ccc(CNC(=O)c2ccc(Cl)c([N+](=O)[O-])c2)cc1
screen / no.,37,38,39,40,41,42,43,44
POLH inh,-16.5%,-16.3%,?,-4.8%,-3.5%,-2.2%,-9.6%,4.2%
POLB inh,-9.6%,-8.2%,3.9%,·,29.8%,·,18.8%,3.9%
Glioma ERSR ind,-3.4%,3.3%,-2.2%,-2.8%,2.2%,-1.5%,-1.8%,1.7%
Pol iota inh,89.2%[activator],5.8%,32.7%[activator],31.6%[activator],7.8%,-13.1%,?,18.3%
APE1 inh,-2.1%,18.7%,3.5%,·,·,27.8%,-4.4%,5.5%
LDHA inh,-0.5,-0.7,-2.6,-5.2,2.0,-7.7,3.3,2.0
Anesthetic bind,1.7%,-8.1%,-17.8%,·,-10.8%,·,-17.2%,-1.2%
BLM helicase inh,0.2%,-10.4%,-3.7%,·,-9.1%,·,0.8%,-0.7%
POLK inh,0.6%,4.1%,-4.8%,-9.6%,-10.6%,-10.1%,-13.3%,-0.8%
